GPR7 antag = human neuropeptides B/W receptor 1 antagonism. GPR7-expressing cells, fluorescence antagonist assay. inhibition, % at 4.4 µM. 290,000 compounds, 1.1% hits; in the data active means inhibition above about 16%, passing the limit was not always enough;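 further: cells stimulated with the agonist NPW; 0% = agonist with vehicle and 100% = vehicle without agonist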
GalR3 antag = blocks the human galanin receptor 3; inhibition, % at 3 µM; HEK293 GalR3-CNG cAMP membrane potential fluorescence; galR3 body fused to GalR1 C-terminus; 360,000 compounds, 0.44% hits; O60755;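 active means inhibition above the screen-wide average plus 3 SD, cut at about 13% in these data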;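 further: forskolin and galanin both at EC90 stimulate the cells; cAMP rise reported by CNG channel membrane potential dye signal; 0% = forskolin plus galanin with DMSO and 100% = forskolin alone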
MEKK3 PB1 HTS = MEKK3-MEK5 PB1 interaction, increase or decrease; 290,000 compounds, 1.4% hits; AID 1529; bead-based flow cytometry, Alexa488-MEK5 binding to MEKK3; actives lie on both sides; 0 = blocked by unlabeled MEK5, 100 = vehicle; Q99759; binding response (% of control), % at 10 µM;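 active means binding response more than 3 SD above or below the average of its plate-row segment, actives on both sides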;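 further: Alexa488 bead fluorescence after subtracting the streptavidin-only scavenger bead signal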
Target sequence (Q99759 whole entry, looked up): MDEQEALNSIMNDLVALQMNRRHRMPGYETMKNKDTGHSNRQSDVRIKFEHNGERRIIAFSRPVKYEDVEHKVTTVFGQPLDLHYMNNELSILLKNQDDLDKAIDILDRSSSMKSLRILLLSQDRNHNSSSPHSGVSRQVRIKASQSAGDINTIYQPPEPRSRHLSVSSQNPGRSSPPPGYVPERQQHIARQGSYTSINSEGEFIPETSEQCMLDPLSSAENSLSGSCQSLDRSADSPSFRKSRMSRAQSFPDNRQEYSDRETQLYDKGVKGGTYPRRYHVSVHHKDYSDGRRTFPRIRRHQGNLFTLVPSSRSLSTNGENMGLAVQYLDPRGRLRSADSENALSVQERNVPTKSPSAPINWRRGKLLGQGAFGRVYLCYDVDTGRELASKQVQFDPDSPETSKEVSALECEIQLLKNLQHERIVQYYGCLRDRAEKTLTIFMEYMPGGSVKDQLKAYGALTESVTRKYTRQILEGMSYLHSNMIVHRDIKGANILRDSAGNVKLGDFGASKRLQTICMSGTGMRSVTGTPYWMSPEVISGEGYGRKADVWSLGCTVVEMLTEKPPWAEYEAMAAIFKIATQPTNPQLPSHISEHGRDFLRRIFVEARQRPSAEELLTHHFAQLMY
PHOSPHO1 inh = inhibitors of human PHOSPHO1 phosphatase; 290,000 compounds, 1.1% hits; Q8TCT1; recombinant PHOSPHO1, absorbance phosphatase assay; inhibition, % at 13.3 µM; in the data active means inhibition above about 60%
NALP1 yeast inh = inhibitors of NALP1 inflammasome in yeast | inhibition, % at 10 µM | S. cerevisiae NALP1/ASC/caspase-1 growth, X-gal OD620, 72 h | 280,000 compounds, 0.61% hits; in the data active means inhibition mostly above about 24%, no sharp cut-off; inactive means mostly below about 32%; further: some compounds called inactive have numbers as strong as hits
V1R ag counter = activates human V1a receptor in oxytocin agonist counter-screen. P37288. CHO-V1R cells, Fluo-8 calcium fluorescence, agonist mode; 0% DMSO, 100% 3 nM vasopressin. activation, % at 3 µM. 320,000 compounds, 0.25% hits;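 active means activation above the mean activation of all tested compounds plus 3 SD, per screening run, cut at about 20% in these data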;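 further: signal is peak over basal fluorescence ratio across a 100 second FLIPR read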
Target sequence (P37288 whole entry, looked up): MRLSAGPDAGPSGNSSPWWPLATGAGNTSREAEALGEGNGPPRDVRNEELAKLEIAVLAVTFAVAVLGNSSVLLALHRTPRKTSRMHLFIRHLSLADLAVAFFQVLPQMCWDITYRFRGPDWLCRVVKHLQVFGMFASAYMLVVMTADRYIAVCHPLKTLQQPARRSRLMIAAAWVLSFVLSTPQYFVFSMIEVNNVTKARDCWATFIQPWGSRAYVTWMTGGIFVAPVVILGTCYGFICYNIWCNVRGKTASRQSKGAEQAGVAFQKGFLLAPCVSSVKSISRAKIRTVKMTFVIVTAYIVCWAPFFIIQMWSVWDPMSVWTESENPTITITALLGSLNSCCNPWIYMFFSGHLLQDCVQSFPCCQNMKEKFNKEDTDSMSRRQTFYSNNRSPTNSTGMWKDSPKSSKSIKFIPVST
MEKK2wt PB1 HTS = raises or lowers MEK5 binding to wildtype human MEKK2 PB1 domain; Q9Y2U5; bead flow cytometry, Alexa488-MEK5 binding to MEKK2 WT; actives lie on both sides; binding response (% of control), % at 10 µM; 290,000 compounds, 1.1% hits; AID 1531; in the data active means binding response below about 67% or above about 130%
MEKK2 mut-MEK5 = signal of MEK5 binding to mutant human MEKK2 PB1 domain; bead flow cytometry, Alexa488-MEK5 binding to MEKK2 mutant; percent response, % at 10 µM; 290,000 compounds, 0.35% hits; AID 1530; in the data active means percent response above about 24%, passing the limit was not always enough; further: inactives centre near 1; some results filed as inactive read as strong as hits; reference of the scale not given here
OXTR ag = activates the human oxytocin receptor; P30559; CHO-OTR cells, Fluo-8 calcium fluorescence; normalized: DMSO 0%, oxytocin 100%; activation, % at 3 µM; 320,000 compounds, 0.32% hits; AID 2435;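 active means activation above the mean of all tested compounds plus 3 SD, cutoff set per screening run, cut at about 20% in these data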;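 further: peak over basal fluorescence ratio from a 100 s FLIPR kinetic read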
* marks the source's active call; other numbers are inactive results; . = not tested or not shown.

SMILES	GPR7 antag	GalR3 antag	MEKK3 PB1 HTS	PHOSPHO1 inh	NALP1 yeast inh	V1R ag counter	MEKK2wt PB1 HTS	MEKK2 mut-MEK5	OXTR ag
Nc1ccc(C(=O)N/N=C\c2cc(N=Nc3cccc4ccccc34)ccc2O)cc1	-4	-6	91	4	5	-0.9	83	-7	0.7
CCCC(C(=O)Nc1ccncc1)c1ccccc1 (configuration not stated)	-2	-1	104	-1	6	9.3	106	2	2.2
CCOC(=O)C1CCCN(C(=O)c2ccc(CS(=O)(=O)Cc3ccccc3C)o2)C1 (configuration not stated)	-8	0	.	0	-6	0.8	.	.	1.9
CCn1c(C)nc2cc(C(=O)N/N=C/c3ccccc3C)ccc21	-3	1	101	40	12	1.0	99	-2	-0.1
CC(C)Cn1c(Cc2ccccc2)n[nH]c1=S	5	-4	110	-4	-14	0.0	111	9	-0.5
COc1ccc(NC(=O)CSc2ccccn2)c([N+](=O)[O-])c1	-4	3	103	4	9	0.1	100	5	-1.0
Cc1ccc(S(=O)(=O)c2cc3ccccc3oc2=Nc2ccc3c(c2)OCCO3)cc1	-12	6	101	10	6	1.0	101	-1	-0.4
O=C(c1ccccc1)N1CCN(C(=O)c2ccccc2Br)CC1	20	1	93	8	1	1.0	91	-2	-0.4
COC(=O)c1ccccc1NC(=O)Nc1ncccc1C	-17	-1	98	41	9	0.0	101	0	0.1
COC(=O)c1cc(C(=O)Nc2ccc(Cl)cn2)cc([N+](=O)[O-])c1	-14	-7	105	-10	-15	-1.0	105	4	-1.4
FC(F)Oc1ccc(-c2c[n+]3c(n2-c2ccccc2)CCCCC3)cc1	0	-3	99	-11	12	-1.1	100	3	0.3
CCOc1[nH]n(-c2ccc(Cl)cc2)c(=O)c1C=Nc1ccc(Cl)cc1	-15	-4	101	46	2	-0.4	102	-2	-0.3
O=C(Nc1ccc2oc(-c3cccnc3)nc2c1)c1ccco1	-12	0	87	20	-12	-0.5	95	-5	0.8
O=C(N/N=C/c1cccc(OC(=O)c2cccc(Br)c2)c1)c1cccnc1	-5	4	102	-1	0	.	105	1	.
CNc1nc(OCC(F)(F)F)nc(N2CCOCC2)n1	-12	-2	94	-17	16	1.9	94	8	-0.2
CC(C)CC1(C)NC(=O)N(Cc2cc([N+](=O)[O-])cc3c2OCOC3)C1=O (configuration not stated)	16	0	61	12	23*	-1.3	68	-23	-1.2
COC(=O)CCC(=O)Nc1ccc2oc3c(c2c1)CCCC3	-23	-11	101	-23	-7	-1.2	109	8	-1.8
Clc1ccc(-c2csc(=Nc3cccnc3)n2CCCn2ccnc2)cc1Cl	28*	1	109	-9	-7	1.0	113	7	0.9
C=CCOc1ccc(C(=O)CC)cc1OC	-5	-3	85	4	27	0.2	94	-2	-1.3
COc1ccccc1Oc1cn[nH]c1-c1ccc(O)cc1O	2	-10	104	54	-2	7.0	101	6	3.7
CN(C)S(=O)(=O)c1cc(NC(=O)CN2CCNC(=O)C2)ccc1Cl	-6	3	109	-21	35	0.1	107	0	-0.4
COc1ccc(C(=O)NNc2cc(C)nc(NNC(=O)c3ccc(OC)cc3)n2)cc1	0	-4	96	51	-1	0.8	87	-12	-0.1
COc1ccc(N2Cc3cccc(C(=O)N4CCN(C(=O)c5ccco5)CC4)c3C2=O)cc1	-6	.	105	-4	-3	0.5	104	7	0.3
CCOc1ccc(Cn2c(O)cc(=O)[nH]c2=O)cc1	-6	-5	97	2	-78	0.4	96	-5	0.3

Another view of part of the listing above.
| SMILES | GPR7 antag | GalR3 antag | MEKK3 PB1 HTS | PHOSPHO1 inh | NALP1 yeast inh | V1R ag counter | MEKK2wt PB1 HTS | MEKK2 mut-MEK5 | OXTR ag |
| --- | --- | --- | --- | --- | --- | --- | --- | --- | --- |
| O=C(Nc1ccc2oc(-c3cccnc3)nc2c1)c1ccco1 | -12 | 0 | 87 | 20 | -12 | -0.5 | 95 | -5 | 0.8 |
| O=C(N/N=C/c1cccc(OC(=O)c2cccc(Br)c2)c1)c1cccnc1 | -5 | 4 | 102 | -1 | 0 | . | 105 | 1 | . |
| CNc1nc(OCC(F)(F)F)nc(N2CCOCC2)n1 | -12 | -2 | 94 | -17 | 16 | 1.9 | 94 | 8 | -0.2 |
| CC(C)CC1(C)NC(=O)N(Cc2cc([N+](=O)[O-])cc3c2OCOC3)C1=O (configuration not stated) | 16 | 0 | 61 | 12 | 23* | -1.3 | 68 | -23 | -1.2 |
| COC(=O)CCC(=O)Nc1ccc2oc3c(c2c1)CCCC3 | -23 | -11 | 101 | -23 | -7 | -1.2 | 109 | 8 | -1.8 |
| Clc1ccc(-c2csc(=Nc3cccnc3)n2CCCn2ccnc2)cc1Cl | 28* | 1 | 109 | -9 | -7 | 1.0 | 113 | 7 | 0.9 |
| C=CCOc1ccc(C(=O)CC)cc1OC | -5 | -3 | 85 | 4 | 27 | 0.2 | 94 | -2 | -1.3 |
| COc1ccccc1Oc1cn[nH]c1-c1ccc(O)cc1O | 2 | -10 | 104 | 54 | -2 | 7.0 | 101 | 6 | 3.7 |
| CN(C)S(=O)(=O)c1cc(NC(=O)CN2CCNC(=O)C2)ccc1Cl | -6 | 3 | 109 | -21 | 35 | 0.1 | 107 | 0 | -0.4 |
| COc1ccc(C(=O)NNc2cc(C)nc(NNC(=O)c3ccc(OC)cc3)n2)cc1 | 0 | -4 | 96 | 51 | -1 | 0.8 | 87 | -12 | -0.1 |
| COc1ccc(N2Cc3cccc(C(=O)N4CCN(C(=O)c5ccco5)CC4)c3C2=O)cc1 | -6 | . | 105 | -4 | -3 | 0.5 | 104 | 7 | 0.3 |
| CCOc1ccc(Cn2c(O)cc(=O)[nH]c2=O)cc1 | -6 | -5 | 97 | 2 | -78 | 0.4 | 96 | -5 | 0.3 |

Next section
SMILES	GPR7 antag	GalR3 antag	MEKK3 PB1 HTS	PHOSPHO1 inh	NALP1 yeast inh	V1R ag counter	MEKK2wt PB1 HTS	MEKK2 mut-MEK5	OXTR ag
Cn1nnnc1SCC(=O)N1CCN(C(=O)c2ccco2)CC1	-1	-5	122	-115	-9	0.4	117	2	1.0
COc1ccc(N2CC(C(=O)Nc3ccc(S(=O)(=O)Nc4nc(C)cc(C)n4)cc3)CC2=O)cc1 (configuration not stated)	-14	-1	99	-13	5	0.7	100	-1	0.2
O=C(Nc1ccc(N=Nc2ccccc2)c(NC(=O)C2CCCO2)c1)C1CCCO1 (configuration not stated)	-13	1	87	3	32	2.6	92	-1	1.4
CNS(=O)(=O)c1ccc(N2CCCC2=O)c([N+](=O)[O-])c1	-5	4	89	-7	-38	2.7	92	-3	-1.5
Cc1ccc(OCc2nnc(SCC(=O)N3c4ccccc4Sc4ccc(Cl)cc43)o2)cc1	-5	-4	124	-8	30	0.7	99	3	-1.6
CCOc1cccc(C(=O)Nc2nnc(-c3ccco3)s2)c1	20	0	103	76*	12	0.0	107	4	0.1
CC(C)CC1(C(=O)NCc2ccccn2)C=CCN1C(=O)c1ccccc1 (configuration not stated)	-4	-4	110	6	19	-0.1	101	6	-0.2
O=C1C=C(Nc2ccccc2)CC(c2ccccc2)C1 (configuration not stated)	6	-4	99	-2	20	0.1	95	-1	0.9
COc1ccc(NC2CCCN(C(=O)COc3ccc(C)cc3)C2)cc1 (configuration not stated)	4	0	100	6	8	2.9	96	4	-0.2
Cc1cccc(NC(=O)CN2C(=O)N/C(=C/c3ccc(-c4cccc(C(=O)O)c4C)o3)C2=O)c1	-6	-8	104	26	28	-1.2	80	-13	-0.7
CC(NC(=O)CCl)c1ccccc1Br (configuration not stated)	-4	-6	99	-21	.	0.4	100	-1	0.7
CCOC(=O)c1nnn(-c2nonc2-c2ccccc2)c1C	-7	-4	105	4	2	-1.1	102	5	-1.6
O=C1CCCN2N=C(SCC(=O)Nc3cccc(Cl)c3)SC2=N1	6	-10	99	32	-6	13	96	-2	11
CCCN1CNc2c(c(=O)[nH]c(=S)n2CCc2ccccc2)C1	-4	4	96	3	2	0.9	87	-13	2.3
CCn1c(-c2ccc(F)cc2)n[nH]c1=S	-17	6	99	-10	-18	0.0	103	5	0.1
COCCCNC(=S)NNC(=O)c1csc(C)n1	-15	-4	103	17	.	0.0	101	3	1.2
NC(=O)c1ccccc1NC(=O)CCN1C(=O)c2ccccc2C1=O	-1	1	99	-3	7	0.0	92	-8	-1.6
Cc1cc(C)c2cc(C(=O)Nc3ccc(C)c(F)c3)[nH]c2c1	-23	-11	92	11	13	.	96	-5	.
O=C(Nc1ccc(N2CCCCC2)c(Cl)c1)c1ccc(N2CCOCC2)c([N+](=O)[O-])c1	-3	-6	95	27	23	1.6	103	-3	1.4
CCN(CC)CCNC(=O)C(=O)NCC1OCCN1S(=O)(=O)c1cccs1 (configuration not stated)	-15	-1	103	25	8	-0.2	137*	20	-0.3
CC1CN(c2ccc([N+](=O)[O-])cn2)CC(C)O1 (configuration not stated)	0	-5	99	15	0	1.1	98	4	-0.5
Cc1cc(C(=O)COc2ccc([N+](=O)[O-])cc2)c(C)n1C1CC1	-4	3	96	33	9	0.2	93	-1	-0.4
O=C(O)c1ccc(NS(=O)(=O)c2ccc(NC(=O)c3ccccc3Cl)cc2)cc1	-18	-8	86	-76	-4	0.5	93	0	0.4
NC(=O)C1CCN(C(=O)COCc2cc(-c3ccc4c(c3)OCO4)on2)CC1	8	-2	95	7	22	1.2	95	-8	-0.2
CCNC(=O)NC(=O)C(C)OC(=O)c1oc2ccccc2c1CSC1CCCCC1 (configuration not stated)	-6	-12	105	-12	20	0.9	103	-1	-1.5
O=C(CN1CCOCC1)Nc1ccc(Br)cc1	1	0	108	36	4	0.5	103	5	0.4
CCCCn1c(SCC(=O)OCC)nc2c1c(=O)[nH]c(=O)n2C	-3	.	112	-1	15	0.8	119	10	0.3
Cc1ccc(-c2ccc(CCC(=O)O)n2NC(N)=S)cc1	-3	-2	104	-4	20	0.9	118	3	0.0
CCC(C)(C)n1nnnc1C(c1ccccc1F)N1CCN(C(=O)c2ccco2)CC1 (configuration not stated)	-2	-11	99	20	-2	0.4	100	-2	0.6
C=CCSC1=C(C#N)C2(CCCCC2)C(C#N)C(=O)N1 (configuration not stated)	-1	-6	102	4	12	-0.3	98	-1	0.6
Cc1ccc(CN2CCc3c(OCc4ccc(F)cc4)cccc3C2=O)cc1	2	-6	104	-14	16	5.0	100	3	3.7
NC(=O)c1ccc(NCCc2ccccc2)c([N+](=O)[O-])c1	7	-2	101	6	-17	1.7	99	-5	0.6
O=C(NNS(=O)(=O)c1ccccc1[N+](=O)[O-])c1ccccc1[N+](=O)[O-]	-9	-4	96	-3	31	0.7	93	-3	0.0
Cc1cc(Cl)ccc1OCCn1cncn1	-15	0	99	-13	10	0.5	104	-2	0.1
CC(=O)c1ccc(Nc2nc(=O)c3cccnc3s2)cc1	-3	-4	.	-31	11	-0.5	.	.	-2.5
CCSc1nnc(NC(=O)[C@H](C)NC(=O)c2ccccc2Cl)s1	-2	-3	92	0	16	-0.6	95	-2	-0.3
CSc1nc2ccc3nc(NC(=O)c4ccc(C)cc4)sc3c2s1	-13	2	.	2	19	1.2	.	.	0.0
O=[N+]([O-])c1ccc(NNC(=S)Nc2ccccc2)cc1	5	.	.	86*	2	2.9	.	.	7.7
CC(C)CC(NC(=O)C1CCC(C)CC1)C(=O)NCCN1CCOCC1 (configuration not stated)	-8	-10	101	31	10	-0.4	98	3	-0.4
